# Compound activity (PubChem)
# telomere uncapping – survival after telomere uncapping, modulators, primary screen, cell-based (AID 1259312); HCT116 + Ad-hTR-mut, survival, MTT, 5 d; active compounds read high; fold change at 10 µM; actives 4.5% (n = 4,500);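 active means cell survival measured by absorbance rises more than 2.5-fold over infected cells without compound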;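 further: virus expresses mutant telomerase RNA that uncaps telomeres and kills cells; compound added 2 days after infection so exposure lasts 3 days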
# An asterisk follows results filed as active. Some of the compounds tested; rates above refer to the full screens.
SMILES,telomere uncapping
CC1(C)OC2C[C@H]3[C@@H]4C[C@H](F)C5=CC(=O)C=CC5(C)[C@@]4(F)C(O)CC3(C)C2(C(=O)CO)O1 (some centres not stated),1.1
CC(=O)O[C@]1(C(C)=O)CC[C@H]2[C@@H]3C=C(Cl)C4=CC(=O)[C@@H]5C[C@@H]5[C@]4(C)[C@H]3CC[C@@]21C,-1.3
